Compound activity: PubChem, NCI
NCI-60 one-dose screen, 48 h, at 10 µM unless noted. Numbers give growth in % (100 = growth as untreated, 0 = no growth, -100 = all killed).
HL-60(TB) = HL-60(TB) leukemia cells. 78,000 tested, 9% active. AID 1794776; active means growth percent below 10
Starred values were filed as active, the others as inactive; & = joins results of further samples; [ ] = dose if it differs, or a comment. Not all compounds are listed. The share of hits here may be higher or lower than overall.

Sample of the layout, 7 compounds:
SMILES	HL-60(TB)
COC(=O)C1=C(C(=O)ON)[C@@H]2C=C[C@@]1([C@@H](Cc1ccccc1)Nc1ccccc1)O2	-3.3*
CCNC(=O)Nc1nc2ccc(Oc3ccnc(C(=O)NC)c3)cc2s1	95
Cc1nn2c(=O)[nH]cnc2c1Cl	99
N#CC1=C(N)Oc2c(ccc3ccccc23)C1c1ccccc1 (configuration not stated)	-22*
C=C1CC2(OC1=O)C(=O)Nc1ccccc12 (configuration not stated)	32
O=C(N/N=C\c1ccc2c(c1)OCO2)N/N=C/c1ccc2c(c1)OCO2	94
Cc1cc(C)c(N)cc1C	104&81

The whole of this part, previewed entries included:
SMILES	HL-60(TB)
COC(=O)C1=C(C(=O)ON)[C@@H]2C=C[C@@]1([C@@H](Cc1ccccc1)Nc1ccccc1)O2	-3.3*
CCNC(=O)Nc1nc2ccc(Oc3ccnc(C(=O)NC)c3)cc2s1	95
Cc1nn2c(=O)[nH]cnc2c1Cl	99
N#CC1=C(N)Oc2c(ccc3ccccc23)C1c1ccccc1 (configuration not stated)	-22*
C=C1CC2(OC1=O)C(=O)Nc1ccccc12 (configuration not stated)	32
O=C(N/N=C\c1ccc2c(c1)OCO2)N/N=C/c1ccc2c(c1)OCO2	94
Cc1cc(C)c(N)cc1C	104&81
CC(=O)Nc1ccn(C2OC(COC(C)=O)C(OC(C)=O)C2OC(C)=O)c(=O)n1 (configuration not stated)	83
Nc1nnnn1-c1cccc([N+](=O)[O-])c1	103
COc1cc2c(cc1OC)C(c1ccc3c(c1)Cc1ccccc1-3)OC(=O)C2 (configuration not stated)	90
CC(C)c1nc2ccccc2n1CC(=O)N/N=C/c1ccc(N(C)C)cc1	93
COc1ccc(/C=C/C(=O)c2ccc(NC(=O)CSc3nnc(-c4c[nH]c5ccccc45)n3-c3ccccc3)cc2)cc1	81
CC(C)(C)c1cc(/C=N\NC(=O)/C=C/C=C/c2ccc3c(c2)OCO3)c(O)c(C(C)(C)C)c1	84
COc1ccccc1/C=C/C(=O)c1ccccc1	52
O=C(c1coc(=O)c(-c2ccc(F)cc2)c1)c1ccccc1O	97
Clc1ccc(-c2cc(C(Cl)Cl)no2)cc1	123
Cn1ccnc1C(=O)/C=C/c1ccc(CC(=O)Nc2ccc(S(F)(F)(F)(F)F)cc2)cc1	-12*
CCCCCCc1cc(N=Nc2ccc(S(=O)(=O)Nc3nnc(C)s3)cc2)c(O)cc1O	91
CC(C)(C)c1ccc(C2=NOS(=O)[C@@]23Cc2ccccc2C3=O)cc1 (some centres not stated)	98
COc1cc(C2NCc3c(nc4c(c(C)nn4-c4ccccc4)c3-c3ccc(Cl)cc3)N2)cc(OC)c1OC (configuration not stated)	46
CCOC(=O)c1ccncc1	97
CN1CCN(Cc2ccc(NC(=O)c3cncc(C#Cc4cccnc4)c3)cc2C(F)(F)F)CC1	36
O=C1c2ccccc2NC(c2cc3ccccc3c3ccccc23)N1/N=C/c1cc2ccccc2c2ccccc12 (configuration not stated)	95
O=C(O)COc1ccccc1[N+](=O)[O-]	93
CC(=O)Nc1ccc(NC(=O)Nc2cccc(-c3nc(-c4ccc(NC(=O)c5cccs5)cc4Cl)no3)c2)cc1C(F)(F)F	5.9*
Cc1ccc(C(=O)C(C)(C)C)c(C)c1	108
CCOC(=O)/C(C#N)=C\c1ccco1	111
O=C1N(c2ccccc2)C(c2ccccc2)CC12OCCO2 (configuration not stated)	104
CC(C)=Cc1ccccc1	98
O=C(Nc1ccc(Oc2cccc(Cl)c2)c(Cl)c1)c1cccnn1	90
Cc1ccc(S(=O)(=O)Nc2c(Br)cc(Br)cc2C(=O)O)cc1	115
N#C/C(=C/N1C(=O)/C(=C/c2ccc([N+](=O)[O-])cc2)SC1=S)c1nc2ccccc2s1	93
CC(C)CCNC(=O)Cn1cccc(NC(=O)OCc2ccccc2)c1=O	103
COc1ccc(C(=O)/C=C/Nc2ccc(S(N)(=O)=O)cc2)cc1	103
O=C1Nc2ccccc2C12CC(c1ccc(Cl)cc1)=NN2 (configuration not stated)	99
COc1cc2cncc(Cc3ccccc3)c2cc1O	88
COc1cc(/C=N/NC(=O)c2ccc(-n3cc(-c4ccccc4)nn3)cc2)cc(OC)c1OC	101
c1cnc(NCc2nnc(-c3cccs3)o2)nc1	87
OC1C(O)C2CC1C1C2C2(Cl)C(Cl)=C(Cl)C1(Cl)C2(Cl)Cl (configuration not stated)	67
COc1ccc(CNC(=O)c2c(C)n([O-])c3cc(Cl)c(Cl)cc3[n+]2=O)cc1	107
N#CCCN(Cc1cccnc1)CN1C(=O)c2ccccc2C1=O	94
O=C(Nc1cccc(-n2ccc3c(NC(=O)c4ccccc4)nccc32)c1)Nc1ccc(Cl)c(C(F)(F)F)c1	-23*
O=C(NNS(=O)(=O)c1ccccc1)c1cccnc1	127
O=C(C1CCCCC1)[C@@H]1[C@]2(C(=O)NC3CCCCC32)[C@@H]2CCCN2[C@@]12C(=O)NC1CCC(Cl)CC12 (some centres not stated)	-66*[100 µM]
Cc1cc(C)c(CCc2cc(C)c(C)cc2C)cc1C	100
CCO/C=C1\SC(=S)N(c2ccc(O)cc2)C1=O	71
CC1(C)CC[C@]2(C=O)CC[C@]3(C)C(=CC[C@@H]4[C@@]5(C)CCC(=O)C(C)(C)[C@@H]5CC[C@]43C)[C@@H]2C1	101
Oc1ccc2ccccc2c1CNc1ccc2ccccc2c1	100
COc1ccc(S(=O)(=O)n2cc(C(=O)C(=O)Nc3ccncc3)c3ccccc32)cc1	67
CCOC(=O)c1nn(-c2ccc(C)cc2)c(=O)c2c(N)c(C#N)c(-c3ccccc3)cc12	145
COc1cccc(CNC(=O)c2nc(-c3cc(OC)c(OC)c(OC)c3)n(-c3ccc(OC)c(OC)c3)n2)c1	82
CC(=O)c1cc([N+](=O)[O-])c(O)c([N+](=O)[O-])c1O	100
c1ccc2c(c1)ncn2-c1ccnc(NC2CCOC2)n1 (configuration not stated)	87
NNc1cc2c(nn1)CCN(C(=O)c1ccccc1)C2	108
CCCCOc1ccc(SCCCN2CCOCC2)cc1	90
CC/C(=C(\CC)c1ccc(O)c(CN(CC)CC)c1)c1ccc(O)c(CN(CC)CC)c1	67
OC1CC2CC1C1C2C2(Cl)C(Cl)=C(Cl)C1(Cl)C2(Cl)Cl (configuration not stated)	88
CC1(c2ccc(O)cc2)N=C(N)Nc2nc3ccccc3n21 (configuration not stated)	122
O=Nc1c2cc3ccccc3[nH]c-2c2ccccc12	88
Cn1ncc2c(NC(C)(C)CC(C)(C)C)nc(NC(C)(C)CC(C)(C)C)nc21	79

New compounds follow:
SMILES	HL-60(TB)
CC[C@H](Nc1nc(N)nc(C(F)(F)F)c1C#N)c1nc2cccc(NCc3ccc(C(=O)NO)cc3)c2c(=O)n1-c1ccccc1	94
N#Cc1ccc(-c2ccc(COc3ccc(CC4SC(=O)NC4=O)cc3)cc2)cc1 (configuration not stated)	70
O=c1[nH]cnc2c1ncn2-c1ccc(Cl)cc1	88
CCCCCCCCCCCCCCCc1ccc(Cl)c(O)c1Cl (tested in a mixture with another compound)	118
Cc1ccc(/C=C/[C@H]2C[C@@H]2CCO)cc1	96
N#Cc1c(-c2ccccc2)cc(-c2ccccc2)n(CCC(=O)Nc2ccccc2N)c1=O	97
C=CCn1c(SCC(=O)Nc2ccc(C(=O)/C=C/c3cc(OC)c(OC)c(OC)c3)cc2)nnc1-c1cc(-c2ccccc2)nc2ccccc12	95
N=c1sc(Cc2ccc(F)cc2)cn1CC(=O)c1ccc(F)cc1	93
Cc1ccc(/C=C/C(=O)c2ccc(NC(=O)CSc3nc4[nH]c(=O)n(C)c(=O)c4[nH]3)cc2)cc1	104
COc1ccc(Cn2cnc3cc(C(=O)Nc4cccc5ccccc45)ccc32)c(OC)c1	-33*[30 µM]
CCCCOC(=O)c1c(C)[nH]c(/C=C2\N=C(c3ccc[nH]3)C=C2OC)c1C	8.0*
FC(F)(F)c1cc(-c2ccc(C3Nc4ccccc4-n4cccc43)o2)cc(C(F)(F)F)c1 (configuration not stated)	100
CCOP(=O)(NC(C)C)OCC	86
COc1nc2c(c(=O)n1C)C(c1ccc(F)cc1)C=C(C(=O)O)N2 (configuration not stated)	111
C#Cc1nc(C2=C(C)C(O)CC2)cs1 (configuration not stated)	94
Cn1c(C(N)=O)cc2c1-c1nc(Nc3ccccc3)ncc1CCC2	41
COC(=O)[C@H](Cc1ccc(O)cc1)NC(=O)[C@H](Cc1ccccc1)NCc1cccc(O)c1	97
CCCN1[C@@H]2CC[C@H]1/C(=C\c1cc(OC)ccc1OC)C(=O)/C2=C/c1cc(OC)ccc1OC	53
C[C@H]1[C@H](C)CC[C@]2(C(=O)N3CCN(C)CC3)CC[C@]3(C)C(=CC[C@@H]4[C@@]5(C)C/C(=C/c6ccco6)C(=O)C(C)(C)[C@@H]5CC[C@]43C)[C@H]12	-39*[100 µM]
CCSC(SCC)C(O)C(O)C(O)CO (configuration not stated)	101

Random excerpt: 4 compounds from above, in no set order.
SMILES	HL-60(TB)
Cn1ccnc1C(=O)/C=C/c1ccc(CC(=O)Nc2ccc(S(F)(F)(F)(F)F)cc2)cc1	-12*
c1cnc(NCc2nnc(-c3cccs3)o2)nc1	87
Cc1ccc(/C=C/C(=O)c2ccc(NC(=O)CSc3nc4[nH]c(=O)n(C)c(=O)c4[nH]3)cc2)cc1	104
N#Cc1ccc(-c2ccc(COc3ccc(CC4SC(=O)NC4=O)cc3)cc2)cc1 (configuration not stated)	70

Other compounds:
SMILES	HL-60(TB)
CC1([N+](=O)[O-])COCOC1	107
CN(CCc1ccccc1)c1nc(CCN)nc2ccccc12	95
NS(=O)(=O)c1ccc(CCN2C(=O)/C(=C\c3ccc(Br)cc3)C=C2c2ccc(Cl)cc2)cc1	100
c1ccc(CSc2ncccc2-c2nnc(NCCN3CCOCC3)s2)cc1	71
COc1ccc(OC)c(-n2cc(C#N)c(N)c2C(=O)c2ccc(Cl)cc2Cl)c1	2.5*
COc1cc(/C=C/C(=O)/C=C(O)/C=C/c2ccc(OC(=O)C34CC5CC(CC(C5)C3)C4)c(OC)c2)ccc1OC(=O)C12CC3CC(CC(C3)C1)C2	104
COc1cc2c(cc1-c1c(C)noc1C)ncc1nc(-c3ccccn3)n([C@H](C)COC(F)F)c12	34
C#C[C@@]1(O)[C@@H](CO)O[C@@H](n2cnc3c(-c4ccccc4)ncnc32)[C@@H]1O	102
Nc1cccc2c1-c1ccccc1C2=O	82
CC(C)N(C(=S)S)C(C)C	103&91
CCCCNC(=O)NS(=O)(=O)c1ccc(N2N=C(c3ccc(C(C)(C)C)cc3)CCC2=O)cc1	108
CC1=C(C(=O)n2c3ccccc3c3ccccc32)C(c2ccc(O)cc2)C(C(=O)n2c3ccccc3c3ccccc32)=C(C)N1	88
Cn1cc(CCc2ccncc2)c2ccccc21	100
ClC1(Cl)CC2CC1C1C3CC(C4OC34)C21 (configuration not stated)	102
O=C(Cn1nncc1CN1C(=O)CSC1=O)Nc1ccc(Br)cc1	97
CC12CCC(=O)C=C1CCC1C2CCC2(C)C(C(=O)COC(=O)Cc3ccc(N(CCCl)CCCl)cc3)CCC12 (configuration not stated)	27
COc1ccc(Cn2cc3c(c2-c2cc(OC)c(OC)c(OC)c2)CCc2c(CO)noc2-3)cc1	-36*
CCCn1nc(C(=O)N2CCCCC2)c2c1CCC(N(C)Cc1ccc(F)cc1)C2 (configuration not stated)	96
Cc1ccc(-n2cnc3c(NC(=O)Nc4ccccc4)ncnc32)c(-n2nc(C)cc2C)c1	102
CN(C)CCCC1(c2ccc(F)cc2)OCc2cc(-c3csc4ccccc34)ccc21 (configuration not stated)	-52*

A few values from the results shown:
HL-60(TB) result of `CN(CCc1ccccc1)c1nc(CCN)nc2ccccc12` → 95
HL-60(TB) result of `COc1ccc(Cn2cc3c(c2-c2cc(OC)c(OC)c(OC)c2)CCc2c(CO)noc2-3)cc1` → -36*
HL-60(TB) result of `O=C(Nc1cccc(-n2ccc3c(NC(=O)c4ccccc4)nccc32)c1)Nc1ccc(Cl)c(C(F)(F)F)c1` → -23*
HL-60(TB) result of `Cn1c(C(N)=O)cc2c1-c1nc(Nc3ccccc3)ncc1CCC2` → 41

More structures follow:
SMILES	HL-60(TB)
NC(=Nc1ccccc1)SCCSC(N)=Nc1ccccc1	73
Cn1cc(-c2csc(-c3c[nH]c4ccccc34)n2)c2cnccc21	-30*
O=c1[nH]c2cc(-c3ccccc3)nn2c2ccccc12	73
Cc1[nH]c(N)nc(=S)c1Br	101
COc1cc(-c2nn(C(C)(C)C)cc2-c2ccnc(NCCCNS(=O)(=O)c3ccc(C(F)(F)F)cc3)n2)ccc1F	87
CNC(=O)NCN1C(=O)c2cccc3cccc(c23)C1=O	87
Cc1ccc(C2=NN3C(C2)c2ccccc2OC3c2cccnc2)cc1 (configuration not stated)	95
NC(N)=N/N=C/c1ccccc1S(=O)(=O)O	79
Cn1cc(-c2csc(-c3c[nH]c4ncccc34)n2)c2cc(Br)cnc21	88
CCCCCN(CCCCC)CC(=O)O[C@H]1C[C@H]2CC[C@@]1(C)C2(C)C	53
O=C(O)CCSC1(SCCC(=O)O)CCCCC1	109
CCCCCCCC(C)(C)OC(=O)c1ccc([N+](=O)[O-])cc1	69
Cc1cc(=O)n(C)c(SCC(=O)Nc2ccc(Br)cc2)n1	73
COc1cc2c(cc1OC)-c1ccc3cc4c(cc3c1N(CCN1CCCC1)C2)OCO4	-40*
NC(=O)c1cccc(-n2ccc3cc(NC(=O)Nc4ccc(Cl)c(C(F)(F)F)c4)ccc32)n1	99
CCOC(=O)CC(=O)NC(C)(C)CCCCC(C)(C)NC(=O)CC(=O)OCC	95
Nc1ccc(CCc2ccc(Cl)cc2S(=O)(=O)F)c(Cl)c1	92
CC(=O)Nc1c2sscc-2n(C)c1=O	-53*
C[C@]12CC[C@H]3[C@@H](CC=C4C[C@@H](O)CC[C@@]43C)[C@@H]1CC(=O)[C@@H]2O	75
CN(C)CCOc1ccc(Nc2cc(NCc3ccco3)ncn2)cc1	89
C=C1C(=O)O[C@H]2[C@H]1CC/C(COC(=O)NCC(C)c1ccc(CC(C)C)cc1)=C\CC[C@@]1(C)O[C@@H]21 (some centres not stated)	-30*
CCCC1(C=O)NC(=O)N(C)C1=O (configuration not stated)	111
CC(=O)C1=C(O)/C(=C\c2ccccc2)OC1=O	126
CC(=O)N1C(=O)C2C3C=CC(C3)C2C(=O)N1C(C)=O (configuration not stated)	87
Cc1ccc(C(=O)C/C(=C/c2ccc(-c3ccc(Cl)cc3)o2)C(=O)NCc2ccc(F)cc2)cc1	104
